Assay outcomes: PubChem, several laboratories
IMP-1 inhibitor – inhibitors of Pseudomonas aeruginosa IMP-1 metallo-beta-lactamase; purified IMP-1, nitrocefin hydrolysis, epi-absorbance fluorescence; inhibition, % at 5.6 µM; 290,000 tested, 0.45% active;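 active means inhibition above the mean plus 3 SD of all compounds in the same screening run, cut at about 4.5% in these data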;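 further: 0% = IMP-1 with DMSO and 100% = DMSO wells lacking enzyme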
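Test system: recombinant IMP-1 enzyme, purified / Medium: HEPES buffer pH 7.1 with ZnSO4 and Brij 35 / Doses: single dose, 5.6 µM / Times: 25 °C, 15 min preincubation, 25 min reaction / Detection: Epi-absorbance via hydrolysed-nitrocefin quenching of white-plate fluorescence, 480/530 nm, EDTA stop / Evaluation: percent inhibition from optical density relative to buffer-blank wells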
pCIP destab – compounds decreasing mouse p/CIP protein stability; Q05BA5; F442A p/CIP-EGFP cells, EGFP fluorescence, 16 h; decrease of EGFP signal, % at 10 µM; 290,000 tested, 0.01% active;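 active means EGFP signal decrease of at least 30% at 10 µM or well 3 SD below plate mean, unless failing retest; inactive means the rest, including hits failing retest or dose response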; further: some compounds called inactive have numbers as strong as hits; many of its hits are not listed in these tables
M18AAP inhibitor – blocks P. falciparum M18 aspartyl aminopeptidase; 290,000 tested, 1.2% active; AID 1822; recombinant PfM18AAP, H-Glu-NHMec fluorogenic cleavage; inhibition, % at 7.35 µM;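 active means inhibition above the campaign mean inhibition over all tested compounds plus 3 SD, cut at about 28% in these data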;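 further: 0% = plate median of test compound wells and 100% = 2 mM ZnCl2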
VIM-2 inh – blocks Pseudomonas aeruginosa VIM-2 metallo-beta-lactamase. inhibition, % at 5.6 µM. 290,000 tested, 0.89% active. AID 1527. purified VIM-2, nitrocefin hydrolysis, epi-absorbance fluorescence;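 active means inhibition above the mean of all tested compounds plus 3 SD, cutoff set per screening run, cut at about 7.5% in these data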;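 further: red hydrolysis product quenches plate fluorescence so inhibitors raise well fluorescence; 0% = enzyme with DMSO and 100% = DMSO without enzyme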
PHOSPHO1 inh – PHOSPHO1 (human) inhibition; recombinant PHOSPHO1, absorbance phosphatase assay; AID 1565; inhibition, % at 13.3 µM; 290,000 tested, 1.1% active; Q8TCT1; in the data active means inhibition above about 60%
IDE cell activ – IDE (human) activation, cell-based; P14735; HEK cells, FAbeta-B cleavage, fluorescence polarization; 0% vehicle, 100% cell-free pure enzyme wells; activation, % at 5.96 µM; 340,000 tested, 0.073% active; AID 493087;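 active means activation above the mean of all tested compounds plus 3 SD, set per screening campaign, cut at about 17% in these data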
Target sequence (P14735 whole entry, looked up): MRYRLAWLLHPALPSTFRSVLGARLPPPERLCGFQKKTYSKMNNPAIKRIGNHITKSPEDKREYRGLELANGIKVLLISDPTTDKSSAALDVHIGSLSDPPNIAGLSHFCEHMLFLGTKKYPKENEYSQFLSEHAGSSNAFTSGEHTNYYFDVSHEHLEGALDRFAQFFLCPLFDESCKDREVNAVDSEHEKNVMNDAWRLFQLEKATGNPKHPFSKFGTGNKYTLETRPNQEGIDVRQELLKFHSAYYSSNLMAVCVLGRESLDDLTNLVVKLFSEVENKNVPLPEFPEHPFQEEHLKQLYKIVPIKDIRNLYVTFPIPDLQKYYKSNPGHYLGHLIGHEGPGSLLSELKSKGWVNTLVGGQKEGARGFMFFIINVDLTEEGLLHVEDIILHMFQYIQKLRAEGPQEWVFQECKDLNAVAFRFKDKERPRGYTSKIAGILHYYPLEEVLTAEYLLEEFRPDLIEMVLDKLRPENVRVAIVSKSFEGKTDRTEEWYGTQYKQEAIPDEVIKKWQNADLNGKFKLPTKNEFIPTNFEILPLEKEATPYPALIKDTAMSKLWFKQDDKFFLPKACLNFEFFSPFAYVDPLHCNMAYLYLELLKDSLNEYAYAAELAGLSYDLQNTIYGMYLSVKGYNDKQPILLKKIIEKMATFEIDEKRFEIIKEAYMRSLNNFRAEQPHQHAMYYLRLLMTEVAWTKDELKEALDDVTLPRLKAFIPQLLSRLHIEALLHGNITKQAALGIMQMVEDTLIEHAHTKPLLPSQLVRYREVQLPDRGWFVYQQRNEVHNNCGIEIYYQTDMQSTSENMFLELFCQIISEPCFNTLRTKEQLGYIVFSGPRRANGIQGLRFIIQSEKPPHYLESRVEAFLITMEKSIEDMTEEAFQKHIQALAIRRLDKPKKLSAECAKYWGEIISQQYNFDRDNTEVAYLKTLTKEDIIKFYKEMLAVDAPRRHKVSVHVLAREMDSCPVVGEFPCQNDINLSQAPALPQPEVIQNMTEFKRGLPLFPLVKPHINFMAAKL
GPR7 antagonist – antagonists of human GPR7 (neuropeptides B/W receptor 1); P48145; GPR7-expressing cells, fluorescence antagonist assay; inhibition, % at 4.4 µM; 290,000 tested, 1.1% active; AID 1861; in the data active means inhibition above about 16%, passing the limit was not always enough;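 further: cells stimulated with the agonist NPW; 0% = agonist with vehicle and 100% = vehicle without agonist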
NALP1 inh – inhibitors of NALP1 inflammasome in yeast; S. cerevisiae NALP1/ASC/caspase-1 growth, X-gal OD620, 72 h; inhibition, % at 10 µM; 280,000 tested, 0.61% active; in the data active means inhibition mostly above about 24%, no sharp cut-off; inactive means mostly below about 32%; further: some compounds called inactive have numbers as strong as hits
IDE inh – inhibitors of human insulin-degrading enzyme in cells; P14735; HEK cells, FAbetaB cleavage, fluorescence polarization; inhibition, % at 5.59 µM; 320,000 tested, 0.41% active;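 active means percent inhibition above the average of all tested compounds plus 3 SD, set per screening campaign, cut at about 16% in these data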;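 further: IDE supplied by intact live HEK cells; FP after avidin binding of uncleaved biotin substrate so inhibition keeps polarization high; 0% = DMSO wells and 100% = 60 µM reference IDE inhibitor Ii1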
Starred values were filed as active, the others as inactive; nt = not tested or not shown.

entry | smiles | IMP-1 inhibitor | PHOSPHO1 inh | GPR7 antagonist | pCIP destab | NALP1 inh | VIM-2 inh | IDE inh | IDE cell activ | M18AAP inhibitor
1 | CCN(CC)C(=O)c1cc(C(C)(C)C)c(O)c(C(C)(C)C)c1 | -1.6 | 13 | 0 | -9 | 31 | -1.3 | 3 | 0 | -3
2 | COc1ccc(-c2cc(C(=O)OC3CCOC3=O)c3ccccc3n2)cc1OC (configuration not stated) | -2.1 | 11 | 2 | 3 | -5 | 0.5 | -2 | 3 | 3
3 | C/C(=N\Nc1ccccn1)c1ccc(C#N)cc1 | -4.6 | 42 | -2 | -10 | 18 | -2.9 | 0 | 7 | 2
4 | O=C(O)CCCCCCCCCC[n+]1ccccc1 | -0.7 | 4 | -6 | 6 | 8 | -0.6 | -4 | 6 | -3
5 | COc1ccc(CNC(=O)CCS(=O)(=O)c2ccc3c(c2)oc(=O)n3C)cc1 | -0.2 | 33 | -8 | 1 | 13 | -1.7 | -2 | -2 | -8
6 | Cc1cc(C)n(-c2nc(SCC(=O)Nc3nccs3)c3c4c(sc3n2)COC(C)(C)C4)n1 | -1.8 | -26 | -9 | -18 | 16 | -3.4 | -2 | 6 | 7
7 | Cc1nc(N)sc1-c1csc(Nc2ccccn2)n1 | -4.3 | 70* | -6 | 0 | -11 | -2.9 | nt | -1 | 13
8 | Cc1cc(C)c2nc(Nc3nc(-c4ccccc4)cc(=O)[nH]3)nc(C)c2c1 | -2.9 | -10 | -14 | -3 | 17 | -1.9 | 3 | 2 | -2
9 | CCOc1cc(S(=O)(=O)N2CCCC2)c(C)cc1C | -2.0 | 34 | -16 | -14 | 17 | -2.9 | -2 | -1 | -1
10 | Cc1cccc(NC(=O)Cn2c(=O)oc3ccccc32)c1C | -1.0 | 42 | -16 | 6 | 9 | -1.5 | 1 | 2 | -4
11 | CCOC(=O)c1cc2ccc(OC(=O)c3ccco3)cc2oc1=O | 0.8 | 48 | -6 | -4 | -1 | -0.3 | 3 | 3 | 6
12 | Cc1cc(Nc2ccc(Br)cc2F)n2nc(C)nc2n1 | -3.8 | 5 | -4 | 10 | -12 | 0.6 | 1 | 3 | 1
13 | Cc1ccc(-n2c(C)cc(C(=O)CSc3nncs3)c2C)cc1 | -1.9 | 89* | -2 | -13 | 12 | -5.2 | -1 | 4 | 10
14 | COc1ccc(C)cc1NC(=O)C(=O)N/N=C(\C)CC(=O)Nc1cccnc1 | -4.6 | -16 | -16 | -10 | 29 | -2.5 | 2 | -1 | 6
15 | COc1cc(/C=N/NC(=O)c2ccncc2)c([N+](=O)[O-])cc1OC | -2.4 | 33 | -20 | -3 | 17 | -2.0 | -3 | 1 | 0
16 | CC(C)=C1C2CCC1C1C(=O)N(NC(=O)c3ccco3)C(=O)C21 (configuration not stated) | -1.0 | -11 | -7 | -2 | 23 | -2.8 | 0 | 3 | -2
17 | COc1ccc(S(=O)(=O)N2CCCCCC2)cc1C(=O)N(C)CC(=O)Nc1cc(C)ccc1C | -1.9 | 12 | 30* | -12 | -1 | -0.4 | nt | 6 | -4
18 | COc1cccc(CNC(=O)CCNS(=O)(=O)c2ccc3c(c2)CC(C)N3C(C)=O)c1 (configuration not stated) | -0.4 | 43 | -8 | 3 | 9 | 0.2 | -1 | 2 | 0
19 | CC(C)(C)NC(=O)CN(c1cccc([N+](=O)[O-])c1)S(=O)(=O)c1ccccc1 | -2.9 | 53 | -1 | -18 | -1 | -5.1 | 6 | nt | 2
20 | O=S(=O)(NCC(c1cccnc1)N1CCN(c2ccc(F)cc2)CC1)c1cccs1 (configuration not stated) | -4.4 | 22 | 5 | 13 | 27 | -2.9 | 2 | 0 | 5
21 | COc1ccc(C(=O)NC2CC2)cc1OC1CCN(Cc2ccccc2F)CC1 | -4.8 | -28 | -6 | 2 | 19 | -1.8 | 6 | 0 | -9
22 | Cc1ccc(NC(=S)N(Cc2ccco2)C(C)c2cccs2)cc1 (configuration not stated) | -2.9 | 23 | -22 | -8 | -4 | -2.5 | -2 | 3 | -4
23 | O=C(OCc1cc(=O)n2c(n1)sc1ccccc12)c1ccc(O)cc1 | -0.7 | -18 | -11 | 8 | 36 | 7.6 | -1 | -2 | 22
24 | COC(=O)c1cc(C#N)c(N(C)Cc2ccccc2)nc1C | -0.6 | -5 | -9 | -4 | 3 | -1.8 | 1 | 5 | 0
25 | CCn1c(CSc2nc(C)cc(C)n2)nnc1SCC(=O)Nc1ccccc1 | -2.7 | 24 | -1 | -2 | -4 | -2.8 | 3 | 9 | -1
26 | Cc1ccc(NC(=O)NCCCc2ccccc2)cc1 | -1.9 | 17 | 4 | -9 | 27 | -1.2 | -4 | 2 | 1
27 | CN(C)c1oc(-c2ccc(OCc3ccc(Cl)cc3)cc2)nc1C#N | 0.3 | -12 | -8 | -10 | 16 | -2.0 | -1 | 2 | 8
28 | O=C(c1nc2ccccn2c1CNCCCn1nnc2ccccc21)N1CCOCC1 | -1.9 | 40 | -7 | -16 | 13 | 0.9 | 0 | 1 | 2
29 | CCNC(=S)NNC(=O)c1cccn(Cc2ccc(Cl)cc2)c1=O | -3.4 | -86 | 1 | 2 | 8 | -2.8 | -7 | 4 | 7
30 | C/C(CC(=O)NC1CCCCCC1)=N\NC(=O)c1cnccn1 | -3.4 | 1 | 0 | -6 | 15 | -5.6 | 4 | 1 | 8
31 | COc1ccccc1OCCCn1c(=O)sc2ccccc21 | -3.4 | -15 | 2 | -10 | 21 | -0.6 | -3 | 5 | 5
32 | O=C(NNS(=O)(=O)c1ccccc1)c1sccc1-n1cccc1 | -2.6 | 24 | -2 | -3 | 1 | -3.2 | 0 | 2 | 20
33 | Cc1cc(C(=O)NC2CCN(Cc3ccccc3)CC2)n[nH]1 | -3.0 | 10 | -10 | 0 | 14 | -0.3 | -7 | -2 | 17
34 | O=C(O)C(C(=O)/C=C/c1ccco1)=C1SCCS1 | -2.2 | -22 | -9 | -34 | 19 | -2.9 | 2 | 11 | -29
35 | COc1ccc(C(=O)COC(=O)CN2C(=O)C3C4C=CC(C5CC45)C3C2=O)cc1 (configuration not stated) | -2.7 | -3 | -11 | -17 | 31 | -0.9 | -2 | 4 | -1
36 | COc1cc(OC)cc(C(=O)NC(=S)Nc2nc(-c3cc4ccccc4o3)cs2)c1 | -2.3 | 5 | -13 | 0 | nt | -2.2 | 0 | -1 | -3
37 | O=C(CCS(=O)(=O)c1ccc(Br)s1)NC1CCCCCC1 | -0.3 | -1 | -7 | -9 | 3 | 0.5 | 1 | 5 | 5
38 | COc1cc(C(=S)N2CCOCC2)ccc1OC(=O)c1ccccc1[N+](=O)[O-] | -1.2 | nt | -17 | -4 | -49 | -0.8 | 0 | 1 | 14
39 | Cc1ccc(CNC(=O)CC(C)S(=O)(=O)c2ccc3c(c2)NC(=O)C(C)S3)cc1 (configuration not stated) | -3.4 | 43 | -8 | -2 | -4 | -1.0 | 4 | -2 | 2
40 | CC(C)OC(=O)c1c(NC(=O)Cn2cnc([N+](=O)[O-])n2)sc2c1CCCC2 | -3.2 | 29 | 3 | -9 | nt | -1.6 | 2 | -5 | -2
41 | COc1ccc(C(CC(=O)c2ccccc2)CC(=O)c2ccccc2)cc1OC | -2.8 | 57 | -12 | -6 | 4 | -1.4 | 3 | 3 | -11
42 | COc1ccc(Cl)cc1N(CC(=O)NC(C)(C)C)S(=O)(=O)c1ccc(C)c([N+](=O)[O-])c1 | -3.2 | -7 | 7 | 2 | -11 | -3.1 | -1 | 1 | 3
43 | Cc1cccc2c1cnn2C(=O)Nc1cc(F)ccc1F | -2.7 | 20 | -4 | 3 | 7 | -2.7 | -1 | -2 | -2
44 | CCOC(=O)c1cnc(-c2ccccc2)[nH]c1=O | -1.8 | -2 | 0 | -9 | 9 | 0.2 | 3 | 5 | 2
45 | O=C(O)C1CCN(C(=O)CCN2C(=O)S/C(=C\c3ccccc3)C2=O)CC1 | 0.2 | 43 | 5 | -2 | 17 | -1.5 | -3 | 1 | 37*
46 | O=C(O)C(Cc1ccccc1)NC(=O)C(c1ccccc1)c1ccccc1 (configuration not stated) | -3.7 | 19 | 4 | 0 | 1 | -1.1 | 6 | -3 | -2
47 | C/C(=N\NC(=O)CCCNc1ccccc1)c1ccncc1 | -3.7 | 25 | -9 | -4 | 3 | -1.6 | 3 | 5 | 6
48 | c1ccc2c(c1)ccc1nnc(-c3ccc4c(c3)OCO4)n12 | -0.6 | 7 | -3 | 6 | 19 | 4.7 | -1 | 2 | 5
49 | O=C(c1ccc(F)cc1)c1cn(Cc2ccc(F)cc2)c2cc3c(cc2c1=O)OCCO3 | -4.0 | -16 | -12 | -4 | 45 | -4.4 | 1 | 5 | -1
50 | O=C(CN(C(=O)c1csnn1)c1ccc(Br)cc1)NC1CCCCC1 | -3.7 | 18 | 5 | -5 | 4 | -3.4 | 3 | 3 | -1
51 | O=C(Nc1ccc(N=Nc2ccccc2)cc1)c1ccccc1Cl | 2.7 | 3 | -3 | -15 | 36 | -2.6 | 1 | -3 | 0
52 | O=C(COC(=O)c1cc(S(=O)(=O)N2CCc3ccccc3C2)ccc1Cl)NCc1ccco1 | -3.0 | 24 | -1 | -8 | 10 | -0.2 | -1 | 5 | 2
53 | Cc1c(/C=N/NC(=O)c2cccnc2)cc(C#N)n1C | -1.5 | 48 | -14 | -2 | 6 | -2.0 | -5 | -1 | -5
54 | CCOc1ccc(S(=O)(=O)Nc2cccc(C(=O)NCC(c3ccc(OC)cc3)N3CCOCC3)c2)cc1 (configuration not stated) | -3.0 | 18 | -10 | -10 | 3 | -0.6 | -2 | 5 | -7
55 | Cc1ccc(NNC(=O)c2ccno2)c(C)c1 | -1.1 | 42 | -10 | 1 | 23 | -0.2 | -2 | 7 | 17
56 | Cc1nc(NC(C)(C)CO)c([N+](=O)[O-])cc1[N+](=O)[O-] | -6.3 | 1 | 3 | -4 | 5 | -3.2 | -6 | 1 | 3

A stretch of the results above:
entry | smiles | IMP-1 inhibitor | PHOSPHO1 inh | GPR7 antagonist | pCIP destab | NALP1 inh | VIM-2 inh | IDE inh | IDE cell activ | M18AAP inhibitor
46 | O=C(O)C(Cc1ccccc1)NC(=O)C(c1ccccc1)c1ccccc1 (configuration not stated) | -3.7 | 19 | 4 | 0 | 1 | -1.1 | 6 | -3 | -2
47 | C/C(=N\NC(=O)CCCNc1ccccc1)c1ccncc1 | -3.7 | 25 | -9 | -4 | 3 | -1.6 | 3 | 5 | 6
48 | c1ccc2c(c1)ccc1nnc(-c3ccc4c(c3)OCO4)n12 | -0.6 | 7 | -3 | 6 | 19 | 4.7 | -1 | 2 | 5
49 | O=C(c1ccc(F)cc1)c1cn(Cc2ccc(F)cc2)c2cc3c(cc2c1=O)OCCO3 | -4.0 | -16 | -12 | -4 | 45 | -4.4 | 1 | 5 | -1
50 | O=C(CN(C(=O)c1csnn1)c1ccc(Br)cc1)NC1CCCCC1 | -3.7 | 18 | 5 | -5 | 4 | -3.4 | 3 | 3 | -1
51 | O=C(Nc1ccc(N=Nc2ccccc2)cc1)c1ccccc1Cl | 2.7 | 3 | -3 | -15 | 36 | -2.6 | 1 | -3 | 0
